Bioassay records deposited in PubChem BioAssay by The Scripps Research Institute Molecular Screening Center.
TTR transcr act: TTR transcription activation, primary screen; activation, % at 16.7 µM; AID 1117267; SH-SY5Y TTR promoter Gaussia luciferase, luminescence; 100% = recombinant luciferase protein wells; actives 1.3% (n = 92,000);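 active = activation above the mean of all tested compounds plus 3 SD, cut at about 9.5% in these data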;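 also: cells exposed to compounds for one day before reading; 0% = median of all test compound wells on the plate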
* = called active by the depositor. A portion of the library; rates above refer to the full screens.

SMILES	TTR transcr act
Cc1cccn2c(=O)c3cc(C(=O)N4COCC4(C)C)sc3nc12	-0.3
Cc1ccnc2nc(C(=O)OCC(=O)N3CCc4ccccc43)nn12	3.7
O=c1c2ccccc2ncn1C1CCCCC1	-0.7
CON(C)c1nc(OCC#N)nc(N(C)C)n1	1.0
CCOC(=O)C1=CNS(=O)(=O)NC1c1cccc(O)c1 (stereo not drawn)	-1.6
C=CCn1c(SCCOc2ccccc2)nnc1C(C)NC(=O)c1ccccc1 (stereo not drawn)	-0.8
O=C(Nc1ccc(F)cc1)Nc1nnc(-c2ccccc2)o1	0.7
Cc1oc(-c2cccs2)nc1CNC[C@H]1O[C@@H](n2cnc3c(N)ncnc32)[C@H](O)[C@@H]1O	1.6
Cc1nn(C)c(C)c1S(=O)(=O)N(CC(=O)N1CCc2ccccc2C1)c1ccc(C(C)C)cc1	-1.8
COc1ccc(C(CNS(=O)(=O)c2ccccc2)N2CCN(C)CC2)cc1 (stereo not drawn)	-0.6
COc1cc(C(=S)N2CCOCC2)ccc1OC(=O)c1ccccc1	-0.2
Cc1sc(NC(=O)c2cccc([N+](=O)[O-])c2)c(C(N)=O)c1-c1ccc(C(C)(C)C)cc1	3.1
CCOC(=O)[C@]12CCCC=C1N(Cc1ccco1)C(=O)[C@H](CC(=O)NCCC(C)C)C2	1.9
COc1ccccc1OCCn1cc(/C=C(\C#N)C(=O)NCc2cccs2)c2ccccc21	-0.6
N#CCCn1cc(/C=N/NC(N)=S)c(-c2ccc(Br)cc2)n1	-0.9
Cc1ccc(NC(=O)Cc2noc3ccccc23)cc1	-2.1
Cc1ccccc1CNS(=O)(=O)c1ccc2c(c1)OCCO2	3.9
Cc1cc(NC(=O)CSc2nnc(-c3ccco3)n2CC2CCCO2)no1 (stereo not drawn)	0.7
N#CC(C#N)=C/C=C(\Nc1ccc(Cl)cc1)c1ccc(Cl)cc1	1.6
CC1(C)Cc2cccc(C(=O)Nc3ccc(Cl)cc3)c2O1	-3.6
COc1ccc(/C(C)=N/NC(=O)CCC(=O)Nc2ccc(Cl)cc2Cl)c(OC)c1	-2.0
CN(C)c1ccc(/C=C2/C[N+](C)(C)C/C(=C/c3ccc(N(C)C)cc3)C2=O)cc1	-4.3
O=C(c1ccc(Cl)c(S(=O)(=O)N2CCOCC2)c1)N1CCN(c2ccccc2)CC1	5.6
CCOc1cccc(/C=N/NC(=O)CC2C(=O)NN=C2C)c1O (stereo not drawn)	-0.8
[O-]/C(=C(\C(=S)Nc1cccc2ccccc12)[n+]1cccc(CO)c1)c1ccc(Cl)s1	-2.0
Cc1cc(=O)[nH]c2ccc(S(=O)(=O)N3CCOCC3)cc12	3.1
COc1ccc(CN2C(=O)COc3ccccc32)cc1	-0.7
CN1CCc2c(n(CC(O)CN(CCO)CCO)c3ccccc23)C1=O (stereo not drawn)	-0.1
NS(=O)(=O)c1ccc(CCNC(=O)CNC(=O)C2CCCCC2)cc1	5.8
CC(C)n1c(NCc2nc3ccccc3n2C)nc2ccccc21	-0.4
Cn1c(SCC(=O)N2CCCc3ccccc32)nnc1-c1ccco1	1.4
O=C(Nc1cccs1)NC1CCCC1	-2.6
Cc1noc(C)c1COc1ccccc1C(=O)N1CCN(S(=O)(=O)c2cccc([N+](=O)[O-])c2)CC1	2.6
CC(NC(=O)Cc1c(F)cccc1Cl)C1CCCO1 (stereo not drawn)	0.4
Cc1nn(-c2ccccc2)c(C)c1/C=C/C(=O)OC(C)C(=O)Nc1ncc(Cl)cc1Cl (stereo not drawn)	-0.5
CCOCCCNC(=S)N1CCC(NC(=O)C23CC4CC(CC(C4)C2)C3)CC1	5.5
CC(C)c1ccc(N2C=Nc3ccc(C(C)C)cc3C2)cc1	-2.9
C1CCCCCC(NCCN2CCNCC2)CCCCC1	1.9
C(=N\NCc1ccccc1)/c1ccc2ncccc2c1	2.4
COc1ccc(N2CCN(CCCNC(=O)C(=O)c3c[nH]c4ccccc34)CC2)cc1	-2.4
Cc1onc(-c2c(F)cccc2Cl)c1C(=O)Nc1nccs1	-0.3
CCC(=O)NC(=S)Nc1ccc(NC(=S)NC(=O)c2ccccc2)cc1	0.6
CCCCN(C)S(=O)(=O)c1ccc(C(=O)N(CCN(C)C)c2nc3ccc(C)cc3s2)cc1	-1.0
CCOc1ccc(CN(C)C(=O)[C@H](C)NC(=O)c2ccco2)cc1OC	2.1
CC1CCN(C2=C(NS(=O)(=O)c3ccc(Cl)cc3)C(=O)c3ccccc3C2=O)CC1	0.2
CN(C)c1ccccc1C(=O)N1CCCC(Nc2ccc(F)cc2)C1 (stereo not drawn)	-1.5
COc1ccc(NC(=O)CN(C)CC(=O)NCCc2ccc(F)cc2)cc1	-0.3
CCCC(=O)Nc1ccc(Cl)c(NC(=O)c2ccc(Br)o2)c1	-3.2
Cc1cc(C)c(C(=O)CSc2nc3ccccc3c(=O)[nH]2)cc1C	-0.4
COC(=O)c1nc(NC(=O)c2ccc(F)cc2)n[nH]1	-0.3
COc1ccc(NS(=O)(=O)c2cccc(C(=O)NCC(c3ccco3)N3CCCC3)c2)cc1 (stereo not drawn)	3.7
Cc1ccc(NC(=O)C2(c3ccccc3)CCOCC2)c([N+](=O)[O-])c1	-2.1
COC(=O)Nc1ccc(S(=O)(=O)N2CCC(C(=O)NC3CCCCC3)CC2)cc1	-1.6
CCCCN(C)CCNC(=O)c1c[nH]c2ccc(S(=O)(=O)N(CC)CC)cc2c1=O	-2.6
CCOc1ccc2nc(SCC(=O)Nc3ccc(S(=O)(=O)N4CCCC4)cc3)c(C)cc2c1	0.0
CC(=O)Nc1ccccc1OCCOc1ccc(Br)cc1	-1.8
COc1ccccc1/C=C\C(=O)NCC(=O)N/N=C(\C)Cc1ccccc1	-1.3
C/C(=C\C(=O)c1ccc(Cl)cc1Cl)N(C)C	1.4
Cc1ccccc1CN(C)C[C@H]1OCc2cnnn2CCCC(=O)N([C@@H](C)CO)C[C@@H]1C	-0.1
C[C@@H](NC(=O)Cn1ccc(N)nc1=O)c1cccc2ccccc12	0.4

Next section
SMILES	TTR transcr act
Cc1c(-c2ccc(Br)cc2)[n+](=O)c2c(n1[O-])CCCCC2	1.4
Cc1ccc(NC(=O)CN2C(=O)S/C(=C\C(=O)Nc3ccc(Cl)cc3)C2=O)cc1	-0.8
CC(C)CC1C(=O)N(Cc2cn(CCC3OCCO3)nn2)CCS(=O)(=O)N1Cc1ccc(-c2ccc(Cl)c(Cl)c2)cc1 (stereo not drawn)	-0.5
COC(=O)c1sc(C(F)(F)F)c(-c2ccccc2)c1S(=O)(=O)N1CCCC1	-0.8
COC(=O)c1cc(COC(=O)CNC(=O)c2cccc(C)c2)oc1C	-0.8
OC(c1ccc(F)cc1)c1ncc(-c2cccc(C(F)(F)F)c2)[nH]1 (stereo not drawn)	1.7
COc1cccc(NC(=O)CSc2c3c(nc4ccccc24)CCCC3)c1	9.9*
CC(=O)c1ccc(Oc2ccc(C(C)=O)cc2)cc1	-1.7
O=C(O)c1ccc(Oc2nc3ccccc3s2)cc1	0.6
O=C(NNC(=O)c1cc2ccccc2oc1=O)c1ccccc1	0.4
CC(C)CNC(=O)OCc1cn(Cc2c(F)cccc2F)nn1	0.9
COC(=O)[C@H](CCSC)NC(=O)N1CCN(Cc2ccccc2)CC1	0.0
Fc1ccc2c(c1)C(c1ccncc1)=NNC(c1cccnc1)=N2	0.4
CC(C)[C@H](NC(=O)[C@@H]1CSC2c3ccccc3C(=O)N21)C(=O)NCC1CCCO1 (stereo partly drawn)	5.5
COc1ccc(-n2cnnc2SCCC#N)cc1	1.4
O=C(NCCc1ccccc1)NC1CCCCC1	-1.6
OC1NC(=S)N(c2ccccc2)C1O (stereo not drawn)	2.9
O=C(c1ccccc1Cl)N1CCNCC1	-0.6
Cc1cc(C)n2nc(SCCCC(=O)c3ccc(F)cc3)nc2n1	0.5
Cc1ccccc1CN[C@@H]1CC[C@@]23CCCN2C(=O)CCC[C@H]3C1	0.3
Cc1c(NC(=O)c2cccc(NC(=O)C(C)Oc3ccccc3)c2)c(=O)n(-c2ccccc2)n1C (stereo not drawn)	1.0
COc1cc(-c2ccc3cc(OC)c(OC)c(OC)c3c2)cc(OC)c1OC	-0.8
COc1ccc(C(C#N)CC(=O)c2ccc(OC)c(OCc3ccccc3)c2)cc1OC (stereo not drawn)	-0.6
Cc1cc(N2C(=O)C(O)=C(C(=O)c3cc4ccccc4o3)C2c2cccc(Br)c2)no1 (stereo not drawn)	-1.7

Another view of 19 compounds above:
mol,TTR transcr act
Cc1nn(C)c(C)c1S(=O)(=O)N(CC(=O)N1CCc2ccccc2C1)c1ccc(C(C)C)cc1,-1.8
COc1ccc(C(CNS(=O)(=O)c2ccccc2)N2CCN(C)CC2)cc1 (stereo not drawn),-0.6
COc1cc(C(=S)N2CCOCC2)ccc1OC(=O)c1ccccc1,-0.2
Cc1sc(NC(=O)c2cccc([N+](=O)[O-])c2)c(C(N)=O)c1-c1ccc(C(C)(C)C)cc1,3.1
CCOC(=O)[C@]12CCCC=C1N(Cc1ccco1)C(=O)[C@H](CC(=O)NCCC(C)C)C2,1.9
COc1ccccc1OCCn1cc(/C=C(\C#N)C(=O)NCc2cccs2)c2ccccc21,-0.6
N#CCCn1cc(/C=N/NC(N)=S)c(-c2ccc(Br)cc2)n1,-0.9
Cc1ccc(NC(=O)Cc2noc3ccccc23)cc1,-2.1
Cc1ccccc1CNS(=O)(=O)c1ccc2c(c1)OCCO2,3.9
Cc1cc(NC(=O)CSc2nnc(-c3ccco3)n2CC2CCCO2)no1 (stereo not drawn),0.7
N#CC(C#N)=C/C=C(\Nc1ccc(Cl)cc1)c1ccc(Cl)cc1,1.6
CC1(C)Cc2cccc(C(=O)Nc3ccc(Cl)cc3)c2O1,-3.6
COc1ccc(/C(C)=N/NC(=O)CCC(=O)Nc2ccc(Cl)cc2Cl)c(OC)c1,-2.0
CN(C)c1ccc(/C=C2/C[N+](C)(C)C/C(=C/c3ccc(N(C)C)cc3)C2=O)cc1,-4.3
O=C(c1ccc(Cl)c(S(=O)(=O)N2CCOCC2)c1)N1CCN(c2ccccc2)CC1,5.6
CCOc1cccc(/C=N/NC(=O)CC2C(=O)NN=C2C)c1O (stereo not drawn),-0.8
[O-]/C(=C(\C(=S)Nc1cccc2ccccc12)[n+]1cccc(CO)c1)c1ccc(Cl)s1,-2.0
Cc1cc(=O)[nH]c2ccc(S(=O)(=O)N3CCOCC3)cc12,3.1
COc1ccc(CN2C(=O)COc3ccccc32)cc1,-0.7

The list continues.
SMILES	TTR transcr act
COCCOC(=O)c1c(C)n(C)c2ccc(OC(=O)c3ccco3)cc12	-0.4
CCOC(=O)c1sc2cc([N+](=O)[O-])cc(SCC(=O)OC)c2c1N	0.2
O=C(NCCCN1CCOCC1)C(=O)NCc1ccccc1Cl	4.0
CC(C)(C)c1ccc(C(=O)NCC(=O)N2CCCC2)cc1	-0.2
COc1ccc(S(=O)(=O)N(C)C[C@H]2OCc3cnnn3CCCC(=O)N([C@H](C)CO)C[C@H]2C)cc1	1.9
COc1ccc(-n2nc(C(=O)NCC(=O)N(C)Cc3ccccc3)c3ccccc3c2=O)c(OC)c1	2.0
C/C(=N\OC(=O)c1ccc(F)cc1)c1ccc(F)c(F)c1	-0.5
CCNc1ccccc1CP(=O)(c1ccccc1)c1ccccc1O (stereo not drawn)	-1.1
CC1CC2c3cccc(C(=O)O)c3C(=O)N2c2ccc(Cl)cc21 (stereo not drawn)	-1.7
CCC1(O)CCCC2C3CCC4CC(=O)CCC4(C)C3C(=O)CC21C (stereo not drawn)	1.8
CC1(C)CN(c2ccsc2C(=O)O)C1=O	-0.5
CC1(c2nnnn2-c2ccc3c(c2)OCCO3)CCC(=O)N1CCOc1ccccc1 (stereo not drawn)	3.7
Cc1cc(-n2cnc(-c3cn[nH]c3C)n2)no1	-2.1
COc1cccc(-c2cc3nc(C)cc(N4CCN(C(=O)c5ccoc5)CC4)n3n2)c1	-1.7
CC(C)c1ccc(C(O)Cc2nc3ccccc3n2C)cc1 (stereo not drawn)	-3.1
COc1ccc(C2Nc3ccccc3C(=O)N2Cc2cccs2)cc1COc1c(C)cccc1C (stereo not drawn)	0.8
CCc1ccc(-n2c(O)cnc2Nc2nc(C)cc(C)n2)cc1	1.6
Cc1cc2cc3c(cc2nc1SCC(=O)Nc1c(C)cccc1C)CCC3	3.3
O=C(Cc1sc(Nc2ccccc2)nc1-c1ccccc1)NCc1ccccc1	-0.9
COCc1cccc(-c2csc(C(O)c3ccc(F)c(OC)c3)n2)c1 (stereo not drawn)	0.0
C[C@H](NC(=O)c1nc[nH]c1C(=O)N1CCc2ccccc2C1)C(=O)OC(C)(C)C	-0.8
O=C(Cc1ccc(NC(=O)C2CCN(C(=O)C3CC3)CC2)cc1)Nc1cccc(C(=O)N2CCCC2)c1	0.5
Cc1cc(=O)n2nc(N3CCC(C(=O)NC4CCCc5ccccc54)CC3)sc2n1 (stereo not drawn)	-1.9
Nc1ccc2nc(C(F)(F)F)[nH]c2c1	1.4
Nc1ccc(Sc2cnn(-c3ccccc3)c(=O)c2Cl)cc1	-1.4
CC1CCCN(Cc2ccc(OCc3ccccc3)cc2)C1 (stereo not drawn)	-0.2
Cc1cccc(NC(=O)c2ccccc2O)c1C	0.0
Cc1ccc(C)c(NC(=O)CCN2CCN(C)CC2)c1	1.6
CN(CC(=O)Nc1ccccc1N1CCOCC1)CC(=O)Nc1ccc(F)c(F)c1F	-1.9
O=C(Nc1ccc(Cl)c([N+](=O)[O-])c1)c1ccc(NCCCN2CCOCC2)c([N+](=O)[O-])c1	0.0
Cc1c(/C(O)=C2\C(=O)C(=O)N(CCCN(C)C)C2c2ccco2)cnn1-c1ccccc1 (stereo not drawn)	-0.5
Cc1ccc2c(c1)N(CC(=O)NCC1CCCO1)C(=O)CO2 (stereo not drawn)	0.6
CCC(=O)Nc1cccc(C(=O)OCc2cccc([N+](=O)[O-])c2)c1	2.3
Cc1cccc(Nc2ccc([N+](=O)[O-])cn2)c1	3.2
O=[N+]([O-])c1ccc(/C=N/n2cnc3ccccc32)s1	-4.1
CS(=O)c1nc(-c2ccc(Br)cc2)cc(-c2ccccc2)c1C#N (stereo not drawn)	-6.1
CC(C)CN(CC(C)C)C(=O)Cc1coc2ccc3ccccc3c12	0.3
CCc1c(C)nc(SCC(=O)c2ccc(C)c(C)c2)[nH]c1=O	1.9
O=C1NN(c2ccc(F)cc2)C(=O)/C1=C/c1cccs1	4.9
Cc1ccc(N(CC(=O)NCc2ccc(F)cc2)C(=O)c2csnn2)cc1C	11*
